High-throughput results deposited in PubChem by several laboratories.
NTR1 agonist: agonists of NTR1, primary screen, imaging, U2OS cells, beta-arrestin-GFP, high content (AID 493036); P30989; NTR1-U2OS beta-arrestin-GFP spot imaging, agonist mode; activation, % at 20 µM; 330,000 tested, 0.17% active;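 active = activation at or above 40% of the spot to cytoplasm intensity ratio, with at least 20 cells analyzed; inconclusive = wells under 20 cells, flagged as cytotoxic or low count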;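 note: 0% = DMSO without peptide and 100% = 100 nM NTR1 peptide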
Target sequence (P30989 whole entry, looked up): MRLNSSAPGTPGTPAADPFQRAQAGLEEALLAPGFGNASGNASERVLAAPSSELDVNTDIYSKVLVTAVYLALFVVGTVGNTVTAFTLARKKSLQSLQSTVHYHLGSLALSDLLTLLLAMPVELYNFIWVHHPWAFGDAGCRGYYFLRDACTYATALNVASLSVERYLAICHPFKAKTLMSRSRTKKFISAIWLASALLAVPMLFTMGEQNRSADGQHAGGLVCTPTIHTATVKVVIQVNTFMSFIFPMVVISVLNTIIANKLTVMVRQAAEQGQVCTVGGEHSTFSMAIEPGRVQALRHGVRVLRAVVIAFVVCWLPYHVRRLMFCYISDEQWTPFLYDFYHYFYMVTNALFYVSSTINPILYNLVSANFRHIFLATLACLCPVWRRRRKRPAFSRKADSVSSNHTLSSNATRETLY
MgcRacGAP inhibition: MgcRacGAP GTPase-activating activity inhibitors, confirmation, biochemical, ADP Hunter fluorescence; MgcRacGAP-stimulated Rac1 GTP hydrolysis, ADP Hunter fluorescence; higher % means a stronger effect; GST-tagged Rac1 F28L mutant substrate; 340,000 tested, 0.6% active; inhibition, % at 30 µM, or IC50 in µM where a hit was titrated; AID 624330;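 active = first-screen hits whose inhibition reached a set limit at any dose in the follow-up dose series; inconclusive = inhibition above the set first-screen limit but never retested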;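 note: fluorescence reports GDP produced by GAP-driven GTP hydrolysis; strong numbers were not always called active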
TNAP activation fold: stimulation of alkaline phosphatase TNAP activity – biochemical, luminescent, no phosphate acceptor, uHTS, primary screen (AID 1001); purified TNAP, luminescent activation assay, no phosphate acceptor; higher activation fold means a stronger effect; one-dose activation fold at 20 µM; EC50 in µM for titrated hits; 200,000 tested, 0.03% active; in the data active = activation fold from about 3, or a potency from the dose series; inactive = the rest, 99 in 100 with activation fold below about 1.6; note: many of its hits are not listed in these tables
Myeloid diff MLP: myeloid differentiation induction; ER-HoxA9 myeloid progenitors, lysozyme-GFP differentiation, flow cytometry; 360,000 tested, 1% active; calls only at 10 µM;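 active = normalized GFP-positive differentiation at or above the plate's own cutoff, the solvent-only control mean plus 3 SD; inconclusive = no clear call, values can overlap the other calls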;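 note: cells exposed to compound for four days before flow analysis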
T cell HTS: T cell immune modulators affecting CD8 T cell-vesicle binding; 2C CD8+ T cell-vesicle binding, flow cytometry; hits give low values; calls only at 7 µM; 330,000 tested, 0.068% active; AID 2052;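 active = response, share of CD8 T cells binding vesicles, and their 90th percentile fluorescence all below set limits, cut at about 80% in these data, passing the limit was not always enough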
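Read-out – percent CD8+ FL2 mean versus row control · System – murine 2C transgenic CD8+ T lymphocytes · Times – 1.5 h cell–vesicle binding at 37 °C, then 20 min icy labelling · Control set – naked vesicles low, QL9 vesicles with vehicle high · Detection – cytometric PE anti-B7-1 and Alexa647 anti-CD8 signals after 1% paraformaldehyde fixation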
Large T inhibition: TAg ATPase/helicase activity blockers – biochemical (AID 1903); SV40 large T antigen ATPase/helicase inhibition assay; higher % means a stronger effect; 310,000 tested, 0.39% active; inhibition, % at 20 µM, or IC50 in µM where a hit was titrated; in the data active = a potency from the dose series; inconclusive = inhibition mostly from about 32% at the one dose, without a potency; inactive = the rest, 99 in 100 with inhibition below about 32%; note: strong numbers were not always called active
Salmonella PhoP GFP: inhibitors of PhoP regulon expression, primary screen, Salmonella Typhimurium, GFP reporter (AID 1863) | S. Typhimurium PhoP-regulated promoter GFP reporter, 4 h; higher % means a stronger effect | inhibition, % at 50 µM, or IC50 in µM where a hit was titrated | 300,000 tested, 0.16% active;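 active = inhibition over 29.93%, a cutoff 3 SD above the screen mean, later confirmed by dose response; inconclusive = inhibition over 29.93% but no dose response follow-up; inactive = inhibition at most 29.93% or unconfirmed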;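 note: 0% = low Mg2+ inducing control and 100% = high Mg2+ repressing control; strong numbers were not always called active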
K1F lysis inhibition: inhibition of K1F phage lysis, E. coli UTI89, bacterial capsule biogenesis inhibitors, alamar blue (AID 488966) | 340,000 tested, 0.02% active | E. coli UTI89 K1F phage lysis, alamar blue, 2 h; higher % means a stronger effect | inhibition, % at 100 µM, or IC50 in µM where a hit was titrated;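 active = phage lysis inhibition, versus mean bacterial control, above a set limit; inconclusive = no clear call, values can overlap the other calls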;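 note: capsule biogenesis inhibitors block K1F phage lysis so surviving cells raise fluorescence; higher fluorescence means more inhibition of phage lysis; actives were called in the ten point dose series up to 300 µM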
RSV CPE inhibition: RSV antiviral activity via CPE protection, HEp-2 cells, primary 10 µM value included (AID 2391) | CPE inhibition, % at 10 µM; hits with a dose series show IC50 in µM | 310,000 tested, 0.13% active | HEp-2 cells, RSV-induced CPE inhibition; higher % means a stronger effect; in the data active = a potency from the dose series; inconclusive = CPE inhibition mostly from about 23% at the one dose, without a potency; inactive = the rest, 99 in 100 with CPE inhibition below about 21%; note: strong numbers were not always called active
T cell HTS vesicle-bound %: further read-out of T cell HTS, marked with its call; double positive events, %; measured here: CD8+ vesicle-bound cell fraction;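 binding gate set so that unloaded-vesicle control wells show 10% double positive cells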
NTR1 agonist cell count 20 µM: further read-out of NTR1 agonist, marked with its call; cell count; measured here: cell count, cytotoxicity flag
Myeloid diff MLP GFP+ MAC1+ %: recorded beside Myeloid diff MLP, whose call it bears; GFP+ MAC1+ double positive, %; measured here: differentiation confirmed by MAC1 staining
Numbers without * were called inactive; i = inactive; ? = inconclusive; nt = no result given; [ ] = dose if it differs, or a comment.

Values run as follows: NTR1 agonist	NTR1 agonist cell count 20 µM	MgcRacGAP inhibition	TNAP activation fold	Myeloid diff MLP	Myeloid diff MLP GFP+ MAC1+ %	T cell HTS	T cell HTS vesicle-bound %	Large T inhibition	Salmonella PhoP GFP	K1F lysis inhibition	RSV CPE inhibition
CCOc1ccccc1CN1CCN(Cc2ccon2)CC1CCO (stereo not given)
  3.5	58	4%	nt	i	0.1	i	45	18%	-10%	-0.2%	0.1%
COc1cc(NC(=O)Cn2cnc3sc(C)c(S(=O)(=O)N4CCOCC4)c3c2=O)cc(OC)c1OC
  0.6	39	6%	nt	i	0.6	i	8	0%	2%	1.3%	0.9%
O=C(Nc1nnc(CCS(=O)(=O)c2ccc(Br)cc2)s1)c1ccc([N+](=O)[O-])cc1
  2.2	59	-1%	1.1	i	1.3	i	48	4%	-6%	0.2%	0.8%
O=C(COCCOCC(=O)N(c1ccccn1)C1CCCCC1)N(c1ccccn1)C1CCCCC1
  -0.2	57	8%	1	nt	nt	i	42	-1%	-8%	0.1%	3.0%
Cc1ccc(NC(=O)COC(=O)CCC(=O)c2cccs2)c(Br)c1
  -1.3	63	2%	nt	i	1.0	i	46	nt	nt	0.8%[50 µM]	1.9%
Cc1coc2cc3oc(=O)c(CCC(=O)O)c(C)c3cc12
  -2.3	65	6%	nt	i	0.5	i	42	11%	-5%	0.3%	4.4%
COc1ccc(CN2CCN(Cc3ccc(Br)cc3)CC2)c(OC)c1OC
  -0.1	102	70µM*	nt	i	0.3	i	62	-18%	3%	-0.4%	?
O=C(CSc1nc2ccc(Nc3nc(N4CCOCC4)nc(N4CCOCC4)n3)cc2s1)N1CCOCC1
  1.6	46	8%	1.1	i	0.3	i	58	8%	-2%	0.7%	2.9%
Cc1cccc2c(=O)c(-c3ccc4c(c3)OCO4)c(NC(=O)c3ccco3)oc12
  -1.0	57	13%	nt	i	0.7	i	33	9%	-6%	0.0%	1.5%
COCc1cc(C)nc(N/N=C/c2ccc(-c3cc(C(=O)O)ccc3Cl)o2)c1C#N
  1.6	72	nt	1.4	nt	nt	i	36	18%	-10%	nt	-0.8%
CC(C)[C@H](NC(=O)c1ccccc1)C(=O)OCC(=O)/C=C1/N(C)c2ccccc2C1(C)C
  4.3	60	4%	1	i	0.2	i	55	18%	4%	0.0%	9.2%
Cc1ccccc1OCCCCCn1ccnc1
  4.5	97	3%	1	i	0.8	i	44	7%	35%	0.8%	16%
CCn1cc(C(=O)O)c(=O)c2cc(S(=O)(=O)N3CCCCCC3)ccc21
  -1.8	53	4%	nt	i	5.2	i	47	4%	0%	0.1%	0.6%
CCOc1ccc(N2CC(C(=O)NC3CCCCCC3)CC2=O)cc1 (stereo not given)
  -0.6	44	5%	nt	i	0.6	i	23	-4%	11%	0.2%	1.2%
Cc1ccc(NC(=O)C2C3/C=C\CCCCC32)cc1 (stereo not given)
  0.2	45	3%	1.1	i	1.3	i	29	17%	2%	5.9%	1.7%
Cc1sc2ncn(/N=C/c3ccco3)c(=O)c2c1C
  -0.3	50	6%	nt	i	0.2	i	37	13%	nt	0.1%	-0.5%
CC1=C(C(=O)OCCC#N)C(c2cc3c(cc2Br)OCO3)NC(=O)N1 (stereo not given)
  1.1	51	-4%	nt	i	0.5	i	10	1%	-20%	0.1%	-0.4%
NS(=O)(=O)c1cccc(NC(=O)COC(=O)c2ccccc2C(=O)c2ccccc2)c1
  -2.9	45	0%	nt	i	0.6	i	12	nt	nt	0.3%[50 µM]	1.2%
CCCCCc1ccc(-c2ccc(/C=C/C(=O)O)cc2)nc1
  -1.1	71	-1%	1	i	0.5	i	11	4%	3%	-0.5%	4.0%
COc1cc2[nH]c(=S)n(Cc3ccc(C)o3)c(=O)c2cc1OC
  2.0	87	7%	1.1	i	0.6	i	51	2%	-8%	0.0%	-0.5%
COc1ccc(NC(=O)N2CCCC2C(=O)NCc2ccc(F)cc2)cc1 (stereo not given)
  -0.5	84	2%	1.1	i	0.9	i	37	11%	3%	1.0%	1.6%
CCCc1c(C(=O)NNc2ccc(C)cc2)cnn1-c1ccccc1
  0.7	47	4%	nt	i	0.7	i	40	15%	-8%	0.9%	nt
CCCCNC(=O)c1onc(CSc2ccc(F)c(F)c2)c1C(=O)NCCCC
  17	108	9%	nt	i	0.6	i	45	19%	5%	0.8%	1.3%
C[C@H](C(=O)O)c1cccc(C(=O)c2ccccc2)c1
  -1.7	58	-1%	nt	i	0.7	i	34	25%	-5%	1.2%	0.3%
COc1ccc(C2(C)NC(=O)N(CC(=O)Nc3ccc(-c4nc5ccc(C)cc5s4)cc3)C2=O)cc1 (stereo not given)
  5.5	43	nt	1.1	i	0.0	i	47	7%	-3%	nt	45%
CC(C)NC(=O)CN(Cc1ccc(F)cc1)C(=O)CCC(=O)Nc1ccccn1
  1.1	43	5%	nt	i	0.2	i	50	4%	1%	0.2%	2.4%
Cc1ccnc(NC(=O)c2ccc3c(c2)C(=O)N(CC(C)C)C3=O)c1
  1.4	61	7%	nt	i	0.8	i	67	11%	-5%	1.2%[50 µM]	1.7%
Cc1cccnc1CN1CCN(Cc2nc(Cc3cccc(F)c3)no2)CC1
  0.1	67	15%	1.1	i	0.6	i	17	7%	-9%	0.1%	-1.8%
COc1cc(C(=O)Nc2cc(S(C)(=O)=O)ccc2Cl)ccc1OCC(=O)N1CCOCC1
  -0.5	55	2%	nt	i	0.7	i	32	nt	nt	1.0%[50 µM]	1.4%
COCCCN1C(=O)/C(=C\c2ccc3c(c2)OCO3)C(C(=O)OC)=C1C
  -0.2	49	8%	0.9	i	0.6	i	25	-4%	-6%	0.6%	1.4%
Cc1ccc(S(=O)(=O)N2CCN(C(=O)COC(=O)c3ccc(Br)o3)CC2)c(C)c1
  0.1	62	6%	nt	i	0.3	i	43	8%	-3%	-0.9%	-0.2%
CCOc1ccccc1N(CC(=O)NCCSc1ccccc1)S(C)(=O)=O
  -1.2	39	-2%	1.1	i	0.2	i	54	8%	2%	1.1%	1.7%
CCc1nc(SCc2ccccc2)n[nH]1
  0.4	66	10%	nt	i	0.4	i	62	5%	-4%	0.4%	0.5%
Fc1ccc(CNC(=S)NCc2ccc(F)cc2)cc1
  0.7	41	-7%	nt	i	1.0	i	36	8%	-15%	-1.1%	0.0%
Cc1ccc(SCC(=O)NC(=O)Nc2ccc3c(c2)OCCO3)c(C)c1
  12	70	-2%	1.1	i	0.3	i	54	3%	-12%	2.6%[50 µM]	2.0%
CCC(C)[C@H](NC(=O)C1CC(=O)N(c2ccc3c(c2)OCO3)C1)C(=O)NC1CCCCC1 (stereo not given in full)
  -0.5	54	-36%	nt	i	1.2	i	29	13%	-4%	-0.4%	1.2%
Cc1cc(Cn2nnc(-c3ccc(Br)cc3)n2)cc(C)c1O
  10	63	7%	nt	i	1.4	i	39	nt	nt	1.2%[50 µM]	0.5%
Cn1sc(NC(=O)c2cccc(Cl)c2)nc1=O
  -2.3	92	6%	1	i	0.7	i	29	-4%	-3%	0.7%	-0.1%
CCOC(=O)Cn1c(=N)n(CCOc2ccc3ccccc3c2)c2ccccc21
  9.5	55	-2%	1	i	1.0	i	39	-3%	20%	?	-0.6%
NC1=NC(c2ccc([N+](=O)[O-])cc2)N(c2ccc(F)cc2)C(N)=N1 (stereo not given)
  0.2	42	0%	nt	i	0.4	i	28	11%	nt	-0.8%	-0.6%
CC(OC(=O)c1ccc2ncsc2c1)C(=O)Nc1cccc(Cl)c1 (stereo not given)
  -1.2	108	6%	nt	?	nt	i	9	nt	nt	0.5%[50 µM]	0.9%
COc1ccc(C2SCCN2C(=S)Nc2cccc(Cl)c2)cc1 (stereo not given)
  3.4	67	10%	1.2	i	0.5	i	43	7%	-4%	2.1%[50 µM]	4.4%
CC(C)[C@H](NC(=O)[C@@H]1CSC2c3ccccc3C(=O)N21)C(=O)N1CCCCC1 (stereo not given in full)
  0.1	66	7%	nt	i	2.5	i	12	0%	-5%	0.2%	0.1%
CCCc1nc2ccccc2c(=O)n1NC(=O)c1c(O)c2ccccc2[nH]c1=O
  -0.3	80	9%	1	i	6.4	i	7	-4%	-4%	0.6%	9.8%
Cc1ccc2cccc(Oc3nnnn3-c3ccccc3)c2n1
  0.1	78	-8%	1.1	i	1.3	i	10	0%	13%	0.3%	4.0%
C[C@H](CO)N1C[C@H](C)[C@@H](CN(C)Cc2ccc(-c3ccccc3)cc2)Oc2c(NS(=O)(=O)c3ccc(F)cc3)cccc2C1=O
  4.9	50	10%	nt	i	0.3	i	15	nt	nt	1.7%	nt
C=CCNC(=O)/C(=C/c1ccc(Br)cc1)NC(=O)c1ccccc1OC
  2.3	64	-2%	1	i	0.6	i	25	10%	0%	-1.7%	0.8%
O=C(O)CCc1ccc(-c2ccc(Br)cc2)n1Cc1ccco1
  2.5	57	3%	1.1	i	6.3	i	28	8%	-5%	0.2%	3.0%
O=C(CCC(=O)Nc1ccc(F)cc1)N/N=C/c1ccc(Br)cc1
  -0.2	84	4%	nt	i	0.9	i	20	3%	-8%	0.1%	0.5%
CCN(CC)c1ccc(NS(=O)(=O)c2ccc(-c3ccc(=O)[nH]n3)o2)c(C)c1
  0.1	62	59%	nt	i	5.9	i	50	31%	2%	1.7%	0.4%

Quoted from the listing:
Value for CCOc1ccccc1CN1CCN(Cc2ccon2)CC1CCO (stereo not given) under NTR1 agonist: 3.5
Value for Cc1ccc(NC(=O)COC(=O)CCC(=O)c2cccs2)c(Br)c1 under T cell HTS vesicle-bound %: 46
